RXFP1 antagonist = antagonists of human relaxin receptor RXFP1 | Q9HBX9 | HEK293-RXFP1, relaxin-stimulated cAMP HTRF, 30 min; active compounds read low | activity change, negative = inhibition, % at 57.5 µM | hit rate 0.59% among 350,000 | AID 1259400;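 active = activity change of -60% or lower, but not beyond a set lower limit; inconclusive = change between -60% and -40%, or beyond the set limit; inactive = change above -40%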; also: % is scaled to controls: 0 for no effect and ±100 for the full control effect
Anesthetic bind = binds horse apoferritin like a general anesthetic | apoferritin/1-aminoanthracene competitive binding, fluorescence | Potency, µM (top dose mostly 77.5 µM), without a hit: at the top dose activity change, negative = displacement, usual class: inhibitors | hit rate 0.074% among 350,000 | AID 485281; also: potency is read from the fitted curve at half-maximal effect; % is scaled to controls: 0 for no effect and ±100 for the full control effect; nearly all actives have a fitted effect of over 20% in size
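In PBS, apoferritin at 10 uM is loaded with 1-AMA from a 50% saturated solution. After 10 min of compound exposure at ambient temperature, reduced 535 nm fluorescence indicates probe displacement.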
POLK inh = blocks human DNA polymerase kappa activity; Q9UBT6; purified Pol kappa, fluorescent DNA synthesis assay, 10 min; Potency, µM (series often up to 107 µM), without a hit: at the highest dose activity, negative = inhibition, hits mostly inhibitors; hit rate 0.53% among 400,000; also: potency is read from the fitted curve at half-maximal effect; % is scaled to controls: 0 for no effect and ±100 for the full control effect
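Activity was followed as the change in fluorescence between reads at 0 and 10 min after starting the reaction with 50 nM substrate. Beforehand, 10 nM polymerase had been preincubated with compound for 15 min at room temperature.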
POLI inh = DNA polymerase iota (human) inhibition; Q9UNA4; Pol iota fluorescent replication assay, 10 min; Potency, µM (top dose mostly 115 µM), without a hit: at the highest dose activity, negative = inhibition, actives largely listed as inhibitors; hit rate 1% among 390,000; also: potency is read from the fitted curve at half-maximal effect
Target sequence (Q9UNA4 whole entry, looked up): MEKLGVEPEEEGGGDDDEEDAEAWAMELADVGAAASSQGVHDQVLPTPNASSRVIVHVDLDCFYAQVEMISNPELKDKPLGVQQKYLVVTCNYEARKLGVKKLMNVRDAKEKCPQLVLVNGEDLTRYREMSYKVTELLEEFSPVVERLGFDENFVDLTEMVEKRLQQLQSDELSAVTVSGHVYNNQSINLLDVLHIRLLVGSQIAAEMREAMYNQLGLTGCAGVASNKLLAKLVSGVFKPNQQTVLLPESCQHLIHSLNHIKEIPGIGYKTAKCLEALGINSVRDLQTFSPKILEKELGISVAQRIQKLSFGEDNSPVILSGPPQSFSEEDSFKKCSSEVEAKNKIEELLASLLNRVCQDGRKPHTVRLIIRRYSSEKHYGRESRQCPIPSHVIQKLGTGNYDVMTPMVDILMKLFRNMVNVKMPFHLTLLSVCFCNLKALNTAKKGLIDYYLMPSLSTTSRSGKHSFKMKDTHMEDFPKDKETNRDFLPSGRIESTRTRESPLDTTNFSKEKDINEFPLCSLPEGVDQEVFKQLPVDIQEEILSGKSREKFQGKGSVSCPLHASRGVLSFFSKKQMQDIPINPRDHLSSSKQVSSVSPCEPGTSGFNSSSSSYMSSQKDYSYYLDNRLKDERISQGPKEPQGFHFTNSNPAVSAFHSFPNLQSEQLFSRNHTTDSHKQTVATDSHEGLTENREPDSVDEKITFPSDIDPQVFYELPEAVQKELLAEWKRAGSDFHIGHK
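Fluorescent replication assay read twice, at 0 min and 10 min after adding 50 nM (final) substrate. Enzyme (10 nM) and compounds were first incubated 15 min at room temperature; enzyme-free buffer wells were negative controls.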
PGK inhibitor = inhibitors of T. brucei phosphoglycerate kinase. hit rate 0.043% among 380,000. Potency, µM (highest dose often 57.5 µM), for inactives: top-dose activity change, negative = inhibition, actives largely listed as inhibitors. PGK/GAPDH coupled, Kinase-Glo luminescence, 60 min. P07378. AID 602233; also: potency is read from the fitted curve at half-maximal effect; % is scaled to controls: 0 for no effect and ±100 for the full control effect; nearly all actives have a fitted effect of over 60% in size
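Recombinant glycosomal PGK reaction used 1,3-bisphosphoglycerate generated in-well by GAPDH (100nM final) in 100mM TEA pH 7.6, 5mM MgCl2, 0.01% Tween-20. After 60 minutes at room temperature, ATP was read by Kinase-Glo Plus luminescence end-point.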
POLH inh = blocks human DNA polymerase eta activity | Q9Y253 | recombinant Pol eta, fluorescent DNA replication assay | Potency, µM (highest dose often 114 µM), without a hit: top-dose activity change, negative = inhibition, actives largely listed as inhibitors | hit rate 1.2% among 390,000; also: potency is read from the fitted curve at half-maximal effect; % is scaled to controls: 0 for no effect and ±100 for the full control effect
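Fluorescent replication assay: 50 nM final substrate added after a 15 min room-temperature compound preincubation with 10 nM enzyme. Signal taken at 0 min and again at 10 min.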
Pol beta inh = inhibitors of human DNA polymerase beta; Pol beta primer extension/strand displacement, fluorescence kinetic; Potency, µM (top dose mostly 114 µM), without a hit: at the highest dose activity change, negative = inhibition, usual class: inhibitors; hit rate 1.3% among 340,000; also: potency is read from the fitted curve at half-maximal effect; % is scaled to controls: 0 for no effect and ±100 for the full control effect
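Human Pol beta at 10 nM; strand-displacement substrate 50 nM final. Compound exposure 15 min at room temperature before start, reaction 10 min at room temperature.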
APEX1 inh = APE1 (human) endonuclease inhibition. Potency, µM (top dose mostly 65.8 µM), for inactives: at the highest dose activity change, negative = inhibition, usual class: inhibitors. recombinant APE1, TAMRA/BHQ-2 abasic DNA cleavage fluorescence. hit rate 0.35% among 350,000. P27695;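 also: potency is read from the fitted curve at half-maximal effect; plate controls were vehicle for no effect and reference inhibitor for full effect; nearly all actives have a fitted effect of over 55% in size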
Target sequence (P27695 whole entry, looked up): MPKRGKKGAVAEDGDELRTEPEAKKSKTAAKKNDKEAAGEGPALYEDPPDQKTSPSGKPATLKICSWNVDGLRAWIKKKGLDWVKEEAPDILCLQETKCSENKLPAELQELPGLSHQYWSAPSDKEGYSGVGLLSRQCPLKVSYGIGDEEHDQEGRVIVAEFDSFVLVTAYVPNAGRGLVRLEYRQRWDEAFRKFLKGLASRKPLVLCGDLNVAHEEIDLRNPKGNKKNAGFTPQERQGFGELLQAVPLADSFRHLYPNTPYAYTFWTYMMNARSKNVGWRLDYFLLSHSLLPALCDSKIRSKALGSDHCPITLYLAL
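Kinetic fluorescence read (525 ex/598 em nm, three reads 60 s apart) of AP-site incision; signal = third minus first read. Enzyme 0.75 nM, dual-labelled THF duplex 50 nM, compound preincubation 15 min RT.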
BLM inh = inhibitors of human Bloom syndrome helicase BLM | P54132 | Potency, µM (highest dose often 56.1 µM), without a hit: top-dose activity change, negative = inhibition, most hits filed as inhibitors | hit rate 0.2% among 350,000 | recombinant BLM DNA unwinding, fluorescence dequenching | AID 2528;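 also: potency is read from the fitted curve at half-maximal effect; plate controls were vehicle for no effect and no enzyme for full effect; nearly all actives have a fitted effect of over 35% in size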
Active calls of the source: *; i = inactive; ? = inconclusive; . = no result given; & = joins results of further samples; [ ] = remark or other dose. Unless noted, calls follow the shape of the dose curve; as a rule, active = well fitted curve in the direction sought with a large enough effect; inconclusive = small, poorly fitted or top-dose-only effect, or another doubt; inactive = no such curve, though single readings can be large; an effect the other way counts as inactive or inconclusive. A portion of the library (hit frequency here may not be typical).

SMILES	RXFP1 antagonist	Anesthetic bind	POLK inh	POLI inh	PGK inhibitor	POLH inh	Pol beta inh	APEX1 inh	BLM inh
CCCn1ccc2c(OCC(=O)Nc3ccccc3C(=O)OCC)cccc2c1=O	.	-3%	-6%[60.1 µM]	24%	-2%	-20%	?	.	1%
CC1=Nc2ccc(C)cc2/C1=C/c1c(N)n2oc(C)cc2nc1=O	-9&5	40%&49%[activator]	-14%&-12%	?	-10%&-7%	-10%&-2%	?	0%&-3%	-11%&-9%
COc1ccc([N+](=O)[O-])cc1NC(=O)C(C)Sc1nc(-c2ccccc2)cs1 (stereo not given)	-3	-12%	-17%	149%[activator]	i	-3%	5%	27%	-7%
COc1ccc(-c2nc3c4ccccc4n(CC(=O)Nc4ccc(C(C)=O)cc4)c(=O)n3n2)cc1	-6	19%	-7%[60.1 µM]	-4%	-10%	-4%	-20%	.	-3%
COc1ccc(N2CC(NC(=O)COc3cccc(C)c3)CC2=O)cc1OC (stereo not given)	.	0%	-8%[60.1 µM]	23%	0%	-12%	31%[activator]	.	0%
CCc1noc(C)c1C(=O)OCC(=O)c1ccc(OC)c(OC)c1	-2	.	-5%	21%	1%	?	.	10%	.
O=C1c2ccccc2C(=O)C12Cc1ccccc1N1CCN(c3ccccc3)CC12 (stereo not given)	5	-7%	-15%	9%	-2%	1%	-20%	-2%	-12%
CCNC(=O)c1cc(S(=O)(=O)N(C)C)c(Cl)cc1Cl	2	0%	-12%	51%[activator]	5%	6%	23%	3%	0%
N#Cc1cc2cc3c(cc2nc1SCC(=O)N1CCCC1)OCCO3	-22	-6%	-5%	11%	i	5%	3%	-1%	-5%
Cc1cnc(C(=O)OC(C)C(=O)NCc2ccccc2)cn1 (stereo not given)	10	.	-10%	16%	3%	-5%	.	16%	.
CCOC(=O)[C@H]1[C@H]2COc3ccc(Br)cc3[C@@H]2N2C(=O)CN(CC3CCCO3)C(=O)[C@@]12C (stereo not given in full)	.	.	0%	0%	-12%	-2%	.	?	.
COc1ccc2nc(SCC(=O)NN)cc(C)c2c1	-6	-19%	-6%	26%	-10%	8%	-1%	5%	-11%
CC(=O)Nc1ccc(S(=O)(=O)NCCC(=O)OC(C)C(=O)NC2(C#N)CCCCC2)cc1 (stereo not given)	3	.	-13%	-4%	9%	-5%	.	24%	.
O=c1oc2ccc3ccccc3c2cc1-c1nnc(Nc2ccc(F)cc2)s1	12	4%	-13%	6%	6%	3%	25%	.	-4%
CCOC(=O)c1nn(-c2ccc(F)cc2)c(=O)c2c(N)scc12	-14	?	-16%	?	-4%	-15%	-21%	11%	10%
O=C(Cn1cnc2cc([N+](=O)[O-])ccc2c1=O)Nc1cccc(S(=O)(=O)N2CCOCC2)c1	-4	-10%	2%	118%[activator]	-9%	-16%	1%	2%	-19%
CCOC(=O)c1cnc2c(-c3ccccc3)c(C)nn2c1N	3	-7%	-2%	7%	5%	7%	8%	-6%	-3%
CCOC(=O)c1ccc(NC(=O)CCc2c(C)nc3c(c(C)nn3C)c2C)cc1	.	-15%	-23%	20%	-2%	-12%	-9%	.	2%
COCCNC(=O)c1c(N)sc2c1CCCC2	.	3%	.	.	.	.	-14%	3%	-10%
OCC1(Cc2cccc(C(F)(F)F)c2)CCN(Cc2cc3ccccc3o2)CC1	?	?	-7%	9%	i	?	?	-2%	-10%
CCOC(=O)C1(CCOc2ccccc2)CCN(Cc2cccc(OC)c2O)CC1	-5	10%	-16%	-3%	-1%	-7%	15%	8%	-2%
COc1ccc(S(=O)(=O)Cc2ccccc2)cc1N	-7	-9%	-3%	-5%	i	-8%	6%	3%	1%
CCN(CC)CCCNC(=O)Cn1c(-c2cccs2)cc2cc(Cl)ccc21	-25	0%	-13%	10%	-5%	-26%	-25%	.	-6%
COc1ccc(Cn2nnnc2CN(CCCN2CCOCC2)Cc2cc3cc(OC)ccc3[nH]c2=O)cc1	8	-4%	0%	188%[activator]	-7%	-9%	20%	20%	-11%
CCOCCCNCc1cc(Cl)cc(Cl)c1OCC	-14	-6%	6%	3%	-9%	-17%	50%[activator]	16%	-5%
O=C(Cn1ncc2c(=O)oc3ccccc3c21)N1CCN(c2ccccn2)CC1	-5	-9%	-9%	0%	-5%	-5%	8%	-3%	-1%
CC(C)Cc1nnc(NC(=O)c2cccc(S(=O)(=O)N3CCN(C)CC3)c2)s1	-13	.	-1%	8%	-2%	-10%	.	27%	.
CCO[C@H]1OC(C(=O)N2CCCCCCC2)=C[C@@H](c2csc3ccccc23)[C@@H]1CCCO	.	?	-9%	1%	-2%	-9%	4%	-1%	-9%
COCCNC(=O)COC(=O)C1=Cc2ccccc2OC1	7	-12%	10%	48%[activator]	-1%	-7%	-1%	8%	2%
COc1ccccc1C(=O)Nc1ccc(C)cc1C(=O)c1ccccc1	-22	-3%	-1%	-8%	-5%	-20%	-19%	-7%	-6%
O=c1c2ccccc2c(-c2ccccc2)nn1Cc1ccccc1	15	-4%	-19%	13%	i	-2%	75%	5%	-1%
CCOCCCNC(=O)C1CCN(S(=O)(=O)c2ccc(C)cc2)CC1	-2	7%	-2%	22%	-9%	3%	10%	15%	6%
Cc1cc(C)c(C(=O)CSc2nnc(C)s2)c(C)c1	8	-18%	1%	24%	-8%	-14%	-22%	2%	9%
CN(C)C(=O)N1CCC(C(=O)NCc2ccc(F)cc2Cl)CC1	8	4%	-6%[60.1 µM]	25%	-3%	-8%	-3%	-2%	0%
Cc1cc(S(=O)(=O)Nc2ccc3c(c2)n(C)c(=O)n3C)ccc1F	12	-9%	-6%	-6%	-6%	-10%	1%	-5%	-3%
CCNC(=O)C(C)NC(=O)C1=NN(c2ccccc2)C(=O)CC1 (stereo not given)	2	1%	-9%	-6%	0%	8%	53%	14%	-2%
CCc1nc(Nc2ccc(F)c(Cl)c2)c2c3c(sc2n1)CCCC3	.	4%	-5%	11%	1%	-18%	3%	.	-8%
Clc1ccc(-c2ccc(CNCC3CCCO3)o2)cc1 (stereo not given)	-23	-3%	2%	6%	-3%	-15%	?	-3%	-2%
CC1CCCCC12NC(=O)N(CC(=O)Nc1nccs1)C2=O (stereo not given)	7	.	-3%	40%[activator]	-2%	-21%	.	3%	.
CCOc1ccccc1N(C(=O)c1snc(C(N)=O)c1N)C(CC)C(=O)NC1CCCC1 (stereo not given)	12	-13%	2%	44%[activator]	-1%	-19%	4%	-8%[12.4 µM]	1%

3 entries from above, bar-delimited:
SMILES | RXFP1 antagonist | Anesthetic bind | POLK inh | POLI inh | PGK inhibitor | POLH inh | Pol beta inh | APEX1 inh | BLM inh
Cc1cc(C)c(C(=O)CSc2nnc(C)s2)c(C)c1 | 8 | -18% | 1% | 24% | -8% | -14% | -22% | 2% | 9%
CCOCCCNC(=O)C1CCN(S(=O)(=O)c2ccc(C)cc2)CC1 | -2 | 7% | -2% | 22% | -9% | 3% | 10% | 15% | 6%
Cc1cc(S(=O)(=O)Nc2ccc3c(c2)n(C)c(=O)n3C)ccc1F | 12 | -9% | -6% | -6% | -6% | -10% | 1% | -5% | -3%

Next compounds
SMILES	RXFP1 antagonist	Anesthetic bind	POLK inh	POLI inh	PGK inhibitor	POLH inh	Pol beta inh	APEX1 inh	BLM inh
O=C(CSc1ncnc2c1cnn2-c1ccccc1Cl)N1CCN(C(=O)c2ccco2)CC1	-2	-10%	8%	-8%	-5%	-10%	8%	0%	0%
CN(CC(=O)Nc1ccccc1Cl)C(=O)COC(=O)c1nc(Cl)c(Cl)c(Cl)c1Cl	-1	?	-21%	?	i	?	?	31%	-7%
COc1ccc(Cl)cc1NC(=O)Cn1c(C)csc1=O	-7	.	-5%	-15%	-8%	-4%	.	-6%	.
CCN1CCN(Cc2cc(=O)oc3cc(C)cc(C)c23)CC1	8	-14%	-3%	-2%	-6%	-6%	14%	1%	3%
N#Cc1cnn(Cc2ccccc2)c1N	-2	-14%	-5%	17%	-2%	-12%	3%	2%	2%
CSc1ccccc1C(=O)NCCc1ccc(S(=O)(=O)N2CCCCC2)cc1	14	-22%	-7%	14%	i	2%	-8%	-2%	-3%
COc1cccc(/C=C2\Sc3ccc(C(=O)NCC4CCCO4)cc3N(C)C2=O)c1 (stereo not given)	1	7%	6%	9%	i	-12%	0%	-16%	-8%
C/C=C/C1=CC(=O)C[C@H](c2ccc(F)cc2)C1	.	.	-13%	-13%	-5%	-3%	.	22%	.
Cc1ccc(NC(=O)COC(=O)CNC(=O)c2ccco2)cc1	0	-2%	-1%	4%	-4%	0%	0%	4%	0%
CN1CCc2nc(NC(=O)COc3ccc(C#N)cc3)sc2C1	-5	0%	0%	150%[activator]	i	-15%	2%	-4%	-3%
CSc1ncnc2c1ncn2C1OC(CO)C(O)C1O (stereo not given)	.	4%	-7%[60.1 µM]	.	.	.	.	12%	5%
COc1cc(C(=O)Nc2sc3c(c2C#N)CCCC3)c(Br)c(OC)c1OC	11	-4%	-9%	19%	10%	-10%	-17%	.	-1%
CCC(=O)NNc1nc2c(F)cc(F)cc2s1	0	-3%	2%	24%	i	-20%	36%	3%	2%
NCCCCCc1nnc(SCc2ccccc2Cl)o1	-16	?	0%	11%	-7%	-5%	1%	6%	5%
CCOC(=O)c1c(C)[nH]c(C)c1C(=O)COC(=O)/C=C/c1ccc(OC)cc1	-9	.	-11%	20%	i	-13%	.	-1%	.
N#CCCN(C(=O)COC(=O)CCc1c[nH]c2ccccc12)c1ccc(F)cc1	-17	.	-10%	-6%	-3%	-21%	.	37%	.
NCCCSC1=NCCCN1	5	-10%	-13%	15%	1%	-6%	-27%	2%	1%
Cc1nn(CC(=O)NCC(C)c2ccccc2)c(=O)c2cccn12 (stereo not given)	-8	-22%	-3%	10%	-2%	-10%	-24%	4%	0%
CCCCN(C(=O)C(C)Oc1ccc(Cl)cc1)c1c(N)n(CCCC)c(=O)[nH]c1=O (stereo not given)	3	.	-6%	12%	-7%	-1%	.	-8%	.
CN(Cc1ccccc1)C(=O)c1nc[nH]c1C(=O)N(C)Cc1ccccc1	.	.	7%	35%	-1%	-8%	.	21%	.
Clc1ccccc1OCc1nnc2n1CCCCC2	12	-8%	-8%	3%	5%	5%	9%	5%	-2%

Source: PubChem BioAssay
